PHOSPHO1 inh – PHOSPHO1 (human) inhibition; AID 1565; recombinant PHOSPHO1, absorbance phosphatase assay; Q8TCT1; inhibition, % at 13.3 µM; actives 1.1% (n = 290,000); in the data active means inhibition above about 60%
Target sequence (Q8TCT1 whole entry, looked up): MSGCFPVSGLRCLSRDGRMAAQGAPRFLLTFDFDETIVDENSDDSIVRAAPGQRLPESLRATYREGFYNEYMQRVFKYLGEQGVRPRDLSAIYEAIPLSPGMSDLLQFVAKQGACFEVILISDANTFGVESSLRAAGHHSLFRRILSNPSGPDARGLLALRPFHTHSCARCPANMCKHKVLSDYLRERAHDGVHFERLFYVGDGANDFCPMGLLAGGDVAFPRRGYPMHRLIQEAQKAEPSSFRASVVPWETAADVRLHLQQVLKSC
MEKK2wt PB1 HTS – raises or lowers MEK5 binding to wildtype human MEKK2 PB1 domain; Q9Y2U5; bead flow cytometry, Alexa488-MEK5 binding to MEKK2 WT; actives lie on both sides; binding response (% of control), % at 10 µM; actives 1.1% (n = 290,000); in the data active means binding response below about 67% or above about 130%
GPR7 antagonist – blocks human GPR7 receptor signaling; P48145; GPR7-expressing cells, fluorescence antagonist assay; inhibition, % at 4.4 µM; actives 1.1% (n = 290,000); AID 1861; in the data active means inhibition above about 16%, passing the limit was not always enough;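 further: cells stimulated with the agonist NPW; 0% = agonist with vehicle and 100% = vehicle without agonist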
Target sequence (P48145 whole entry, looked up): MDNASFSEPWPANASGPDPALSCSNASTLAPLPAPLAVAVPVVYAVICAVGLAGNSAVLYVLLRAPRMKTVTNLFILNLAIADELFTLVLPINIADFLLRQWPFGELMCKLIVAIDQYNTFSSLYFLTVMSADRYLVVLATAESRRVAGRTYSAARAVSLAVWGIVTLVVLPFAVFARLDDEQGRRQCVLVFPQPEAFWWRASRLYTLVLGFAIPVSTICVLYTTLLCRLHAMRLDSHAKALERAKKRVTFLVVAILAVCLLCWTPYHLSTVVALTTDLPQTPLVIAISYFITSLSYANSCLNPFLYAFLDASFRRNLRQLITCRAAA
NALP1 yeast inh – blocks the NALP1 inflammasome reconstituted in yeast; actives 0.61% (n = 280,000); inhibition, % at 10 µM; S. cerevisiae NALP1/ASC/caspase-1 growth, X-gal OD620, 72 h; in the data active means inhibition mostly above about 24%, no sharp cut-off; inactive means mostly below about 32%; further: some compounds called inactive have numbers as strong as hits
M18AAP inhibitor – PfM18AAP enzyme inhibition; recombinant PfM18AAP, H-Glu-NHMec fluorogenic cleavage; inhibition, % at 7.35 µM; actives 1.2% (n = 290,000);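 active means inhibition above the campaign mean inhibition over all tested compounds plus 3 SD, cut at about 28% in these data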;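 further: 0% = plate median of test compound wells and 100% = 2 mM ZnCl2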
MEKK2 mut-MEK5 – signal of MEK5 binding to mutant human MEKK2 PB1 domain. percent response, % at 10 µM. bead flow cytometry, Alexa488-MEK5 binding to MEKK2 mutant. actives 0.35% (n = 290,000); in the data active means percent response above about 24%, passing the limit was not always enough; further: inactives centre near 1; some results filed as inactive read as strong as hits; reference of the scale not given here
OXTR agonist – activates the human oxytocin receptor | P30559 | activation, % at 3 µM | CHO-OTR cells, Fluo-8 calcium fluorescence; normalized: DMSO 0%, oxytocin 100% | actives 0.32% (n = 320,000) | AID 2435;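 active means activation above the mean of all tested compounds plus 3 SD, cutoff set per screening run, cut at about 20% in these data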;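 further: peak over basal fluorescence ratio from a 100 s FLIPR kinetic read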
Target sequence (P30559 whole entry, looked up): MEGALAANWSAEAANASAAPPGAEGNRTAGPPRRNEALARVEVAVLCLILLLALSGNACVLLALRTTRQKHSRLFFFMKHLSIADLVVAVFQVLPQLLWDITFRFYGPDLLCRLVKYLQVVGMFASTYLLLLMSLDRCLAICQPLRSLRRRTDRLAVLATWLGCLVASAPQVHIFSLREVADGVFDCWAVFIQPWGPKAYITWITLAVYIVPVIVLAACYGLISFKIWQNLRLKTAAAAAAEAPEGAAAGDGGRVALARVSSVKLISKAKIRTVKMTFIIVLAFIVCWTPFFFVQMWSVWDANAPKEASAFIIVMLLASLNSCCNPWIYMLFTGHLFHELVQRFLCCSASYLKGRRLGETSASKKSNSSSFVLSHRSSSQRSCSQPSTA
DNA FID counter – fluorescent intercalator displacement, NS3 helicase counter-screen; DNA fluorescent intercalator displacement, fluorescence; inhibition, % at 7.9 µM; actives 0.17% (n = 290,000); AID 1845; in the data active means inhibition above about 37%;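 further: 0% = vehicle and 100% = reference compound; higher means more ethidium bromide displaced from hairpin DNA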
MEKK3 PB1 HTS – MEKK3-MEK5 PB1 interaction, increase or decrease; Q99759; bead-based flow cytometry, Alexa488-MEK5 binding to MEKK3; actives lie on both sides; 0 = blocked by unlabeled MEK5, 100 = vehicle; binding response (% of control), % at 10 µM; actives 1.4% (n = 290,000);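 active means binding response more than 3 SD above or below the average of its plate-row segment, actives on both sides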;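 further: Alexa488 bead fluorescence after subtracting the streptavidin-only scavenger bead signal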
* marks the source's active call; other numbers are inactive results; nt = not tested or not shown.

SMILES	PHOSPHO1 inh	MEKK2wt PB1 HTS	GPR7 antagonist	NALP1 yeast inh	M18AAP inhibitor	MEKK2 mut-MEK5	OXTR agonist	DNA FID counter	MEKK3 PB1 HTS
CC1(C)Cc2ccccc2C(=O)N1	-14	92	-1	14	-5	-5	0.8	4	92
O=C(Oc1ccc(Br)cc1)C1CC(=O)N(c2ccc(F)cc2)C1 (stereo not given)	4	96	-12	15	15	-3	2.9	-1	98
Cc1ccc(NCc2nnc(SCC(=O)O)n2-c2ccc(C)cc2)cc1	67*	103	-10	-1	-2	1	0.2	-41	107
FC(F)(F)c1nc2ccccc2c2nc3ccccc3n12	-8	98	-7	21	2	-2	-1.3	1	104
CCN1CCN(C(=O)CN(c2ccccc2C)S(C)(=O)=O)CC1	-21	94	-3	8	-6	-5	0.6	6	100
Cc1ccc(C2=NOC3(CC(=O)N(c4ccc(C)cc4)C3=O)C2)cc1 (stereo not given)	32	90	-8	-42	-1	-14	-0.6	-21	89
CCCCCCCC1CC(=O)C=C(C)C1C(=O)OCC (stereo not given)	4	98	-3	-8	-5	-4	-2.2	-5	99
Cc1ccc(C2C(C#N)=C(N)Oc3c2sc2ccccc32)o1 (stereo not given)	12	95	0	15	2	6	0.5	3	102
CC(C)N(CCO)C(=O)CCc1nnc(Cc2cccc(C(F)(F)F)c2)o1	15	91	6	-10	-5	-9	-0.1	-12	98
Cc1ccc(NC(=O)CSc2nc(N)c3c4c(sc3n2)CSC(C)(C)C4)cc1	4	113	-2	24	2	0	-2.9	-2	98
COCCSc1nnc(NC(=O)Cc2ccc(OC)cc2)s1	51	101	4	1	5	3	2.1	-12	105
Nc1nc(NC(=O)/C=C/c2ccccc2)nn1-c1ccccc1	-6	108	1	16	3	2	0.4	-7	123
COC(=O)c1cc(COc2ccc3ccc(=O)oc3c2)c(C)o1	18	107	2	34	-6	0	-0.4	-7	82
CCOC(=O)c1nnn(-c2nonc2N)c1CNc1ccc(C)c(Br)c1	15	nt	11	8	-2	nt	-2.5	-6	nt
Cc1ccc2c(c1)oc(=O)n2CC(=O)c1ccccc1	33	96	5	16	-1	-4	-2.4	-7	94
CCC(=O)Nc1ccc2nn(-c3ccc(F)cc3)nc2c1	51	91	11	25	8	-8	0.0	1	103
CC(=O)n1cc([C@H]2C=C(C(=O)Nc3ccccc3)O[C@@H](OCc3ccc(CO)cc3)C2)c2ccccc21	14	99	1	4	5	0	0.5	-23	99
Cc1cccc(Cc2c(C)nc3nc(SCC(=O)O)nn3c2C)c1	-1	72	2	4	-3	-17	1.0	-21	68
COC(=O)c1c(N2C(=O)[C@H]3[C@@H](C2=O)[C@]2(C(=O)Nc4ccc(C)cc42)N2CCC[C@@H]32)sc(C)c1C	-10	87	-16	11	-10	-14	0.8	-7	91
O=c1[nH]c(=S)n(-c2cccc(C(F)(F)F)c2)c(O)c1C=NCCN1CCNCC1	32	108	29	8	11	-1	nt	11	93
COc1cc(C(=O)NC2CCN(CC(=O)Nc3cccc(C)c3C)CC2)cc(OC)c1OC	30	104	-2	1	-9	3	0.8	-12	104
O=C(Nc1cccc(S(=O)(=O)N2CCCCC2)c1)c1ccc([N+](=O)[O-])o1	2	82	-2	6	1	-7	1.4	2	75
O=C(c1ccc(S(=O)(=O)N2CCCC2)cc1)N(Cc1ccco1)C1CCS(=O)(=O)C1 (stereo not given)	30	105	-10	nt	0	1	0.1	-10	102
CC(=O)c1cccc(N(CC(=O)NC2CCCCC2)C(=O)CNC(=O)c2cccs2)c1	32	92	11	20	-1	-11	-0.5	-40	96

Shown field by field: part of the list above
Structure: Cc1cccc(Cc2c(C)nc3nc(SCC(=O)O)nn3c2C)c1
  PHOSPHO1 inh: -1
  MEKK2wt PB1 HTS: 72
  GPR7 antagonist: 2
  NALP1 yeast inh: 4
  M18AAP inhibitor: -3
  MEKK2 mut-MEK5: -17
  OXTR agonist: 1.0
  DNA FID counter: -21
  MEKK3 PB1 HTS: 68
Structure: CCOC(=O)c1nnn(-c2nonc2N)c1CNc1ccc(C)c(Br)c1
  PHOSPHO1 inh: 15
  MEKK2wt PB1 HTS: nt
  GPR7 antagonist: 11
  NALP1 yeast inh: 8
  M18AAP inhibitor: -2
  MEKK2 mut-MEK5: nt
  OXTR agonist: -2.5
  DNA FID counter: -6
  MEKK3 PB1 HTS: nt

Structures above containing an aryl methoxy group (2):
SMILES	PHOSPHO1 inh	MEKK2wt PB1 HTS	GPR7 antagonist	NALP1 yeast inh	M18AAP inhibitor	MEKK2 mut-MEK5	OXTR agonist	DNA FID counter	MEKK3 PB1 HTS
COCCSc1nnc(NC(=O)Cc2ccc(OC)cc2)s1	51	101	4	1	5	3	2.1	-12	105
COc1cc(C(=O)NC2CCN(CC(=O)Nc3cccc(C)c3C)CC2)cc(OC)c1OC	30	104	-2	1	-9	3	0.8	-12	104

New compounds follow.
SMILES	PHOSPHO1 inh	MEKK2wt PB1 HTS	GPR7 antagonist	NALP1 yeast inh	M18AAP inhibitor	MEKK2 mut-MEK5	OXTR agonist	DNA FID counter	MEKK3 PB1 HTS
Cc1cc(NC(=O)c2ccccc2NS(=O)(=O)c2c(C)c(C)cc(C)c2C)no1	-12	nt	-7	-35	-3	nt	2.8	-3	nt
Clc1ccc(C=NC23CN4CN(CN(C4)C2)C3)cc1	1	114	4	18	2	12	0.9	2	111
O=C(CCN1C(=O)/C(=C/c2ccc(F)cc2)SC1=S)Nc1cc([N+](=O)[O-])ccc1O	46	101	-2	1	-3	2	2.1	-2	103
CC(=O)Nc1ccc(S(C)(=O)=O)c(C)c1	7	89	9	29	-8	-3	0.7	2	83
COc1ccccc1NC(=O)c1ccc(N2CC3CC(C2)c2cccc(=O)n2C3)c(NC(=O)c2cccnc2)c1 (stereo not given)	40	105	-14	22	30*	6	-0.2	-32	103
C=CCN1CC(=O)N2Cc3[nH]c4ccccc4c3C[C@H]2C1=O	46	105	-2	16	-5	2	3.1	-4	103
COc1ccc(C(CCNCc2ccc(OC(C)C)cc2)c2ccccc2OC)cc1 (stereo not given)	15	199*	33	35	-3	40*	22*	18	111
Cc1ccc(Sc2ncccc2COC(=O)NC(C)C)cc1	40	90	-6	6	-13	-2	-1.1	-1	94
Cc1nnc(SC(C)C(=O)Nc2ccc(S(=O)(=O)N3CCCCCC3)cc2)s1 (stereo not given)	-1	98	15	26	-13	1	9.4	-27	100
C=CCOC(=O)c1ccc(-n2cnc(C)n2)nc1	44	79	6	11	-15	-9	0.0	-4	80
COc1ccc([N+](=O)[O-])cc1N(CC(=O)N1CCN(Cc2ccccc2)CC1)S(C)(=O)=O	18	105	-21	-10	2	4	0.2	-11	106
Cc1c(S(=O)(=O)N2CCN(C(=O)c3ccco3)CC2)c(=O)n(C)c(=O)n1C	20	96	-14	nt	0	7	0.2	-4	99
CCOC(=O)c1ccc(N2C(=O)CC(N3CCCC(C)C3)C2=O)cc1 (stereo not given)	2	104	-1	105*	1	6	0.2	-10	107
c1cc(SSc2ccncc2)ccn1	33	98	-4	2	62*	21	6.2	-9	103
O=[N+]([O-])c1cccc(-n2nnnc2CN2CCCCCC2)c1	11	124	-7	1	-17	5	-0.2	-1	122*
CCOc1ccc2nc(NC(=O)C3CCCN(S(=O)(=O)c4c(C)noc4C)C3)sc2c1 (stereo not given)	8	87	nt	17	nt	4	4.7	nt	107
CN(Cc1cn(C)nc1-c1ccc(Oc2ccccc2)cc1)Cc1cnc2ccccn12	48	112	5	-4	3	14	4.3	3	104
Cc1nn(Cc2c(F)c(F)c(F)c(F)c2F)c(C)c1NC(=O)c1ccc(COc2ccc(F)cc2)o1	-29	103	12	-5	-8	10	8.3	-27	101
O/N=C\c1cccn1-c1nccs1	4	87	12	5	-11	-45	1.0	-1	85
CC(C)(C)OC(=O)N[C@@H](Cc1ccccc1)c1nnc(SCC(=O)c2ccc(Cl)cc2)o1	33	92	-8	14	2	0	-2.1	-14	96
COc1ccccc1CC(=O)Nc1cccc(C(=O)Nc2nccs2)c1	29	91	-6	10	-14	-8	-0.6	-15	93
Cc1cc(C)nc(SCc2ccc3nonc3c2)n1	-26	103	-6	16	3	1	-1.6	-4	106
O=C(Oc1ccccc1N1C(=O)CCC1=O)c1ccco1	-3	99	-17	-5	-2	3	0.6	1	86
CCCCCCCOC(=O)c1nc(Cl)c(Cl)c(N)c1Cl	9	113	-8	44	-10	3	-0.3	-4	104
C=CCn1c(COc2ccccc2)nnc1SCC(=O)NCC(=O)OCC	50	101	-11	18	-1	5	-0.6	-23	100
C/C(=N\NC(N)=O)C1CC(Cc2ccccc2)C(=O)O1 (stereo not given)	4	100	-10	24	-15	5	nt	-4	102
Cc1cccc(Cn2c(NCC(C)O)nc3c2c(=O)n(C)c(=O)n3C)c1 (stereo not given)	2	101	1	10	-1	-4	0.3	-15	101
COc1ccc(C(=O)NCc2ccccn2)cc1	6	96	-13	3	2	6	-0.1	2	109
CCCS(=O)(=O)N1CCCC(C(=O)NCC2CCCO2)C1 (stereo not given)	27	94	-9	-6	-1	-3	0.7	-7	92
COC(=O)c1sccc1NC(=O)Nc1cc(C)ccc1OC	41	103	-8	-6	0	1	nt	-21	101
CC(=O)C1=C(NC(=O)c2ccc(C(F)(F)F)cc2)C[C@@H]2[C@H]1C2(C)C	11	124	-14	nt	-4	20	-0.5	-4	87
O=C(NCCCN1CCOCC1)C1CCC(=O)N1CCc1ccccc1 (stereo not given)	6	112	7	0	-6	3	-0.1	1	108
Cc1nc(SCC(=O)Nc2nnc(C(C)C)s2)n[nH]1	30	106	-10	11	2	4	1.6	-3	103
COc1ccccc1N1CCN(Cc2nc(N)nc(Nc3ccccc3)n2)CC1	12	102	-11	-20	0	3	-1.0	-11	102
COc1cccc(-c2ccc(C#N)c(SCC(=O)NCCc3ccc(Cl)cc3)n2)c1	-8	102	-7	37	1	13	-2.2	0	105
Cc1ccccc1-n1nnnc1SCC(=O)N(C)C1CCS(=O)(=O)C1 (stereo not given)	-4	101	-13	7	-2	0	0.0	-7	103
CC(=O)Nc1cccc(/C(C)=N/NC(=O)c2ccccc2Cl)c1	16	99	2	0	1	-4	0.8	-3	101
O=C(NC1CCCCC1)NC1(C(=O)NCCCN2CCOCC2)CCCCC1	-7	94	10	-5	-10	1	0.0	6	101
CC(C)(C)c1ccc(C(=O)NCC(=O)N2CCCC2)cc1	19	102	-6	13	9	-3	0.4	5	104
Cc1ccc(N2CC(C(=O)Nc3ccc(S(=O)(=O)NCC4CCCO4)cc3)CC2=O)cc1C (stereo not given)	36	98	-10	-48	6	-1	0.1	-40	99
N#Cc1ccc(C(=O)Nc2nnc(-c3ccccn3)o2)cc1	-21	108	-2	2	3	13	0.0	-1	101
S=C(Nc1ccc(Nc2ccccc2)cc1)NC1CCCCCC1	-28	105	-31	8	-11	0	-0.1	4	108
CCOC(=O)C1CCCN(C(=O)c2cc(=O)c3ccccc3o2)C1 (stereo not given)	-7	97	10	-2	-1	1	1.5	-3	98
O=C(c1ccc(CS(=O)(=O)Cc2ccc(Cl)cc2)o1)N1CCCC1	8	102	-15	-26	-11	-6	2.1	-8	97
Cc1cc(NC(=O)c2n[nH]c(=O)c3ccccc23)ccc1Br	32	92	-14	5	5	-5	0.4	0	97
CCOc1ccc(S(=O)(=O)NCc2ccc(OC)cc2)c2cccnc12	2	104	-17	27	0	-2	-2.8	-1	101
O=C(COc1ccccc1)N1CCN(S(=O)(=O)c2ccc(Br)cc2)CC1	22	90	5	7	9	-12	3.3	-29	86
CCN(C(=O)c1cn(C)c(=O)c2ccccc12)c1ccccc1F	nt	106	-6	-2	4	9	-0.4	-18	106
Cc1nnc(SCC(=O)Nc2ncc3c(n2)CCCC3=O)s1	7	112	-3	3	-5	13	0.6	1	111
CCCC(=O)Nc1ccc2oc(-c3ccncc3)nc2c1	16	99	-8	-10	-3	-9	0.9	-7	93
O=C(c1ccc(CS(=O)(=O)c2ccc(Br)cc2)o1)N1CCN(c2ncccn2)CC1	15	119	-3	0	-5	8	0.6	-18	118
CCN(C(=O)CSc1nnc(NC2CCCCC2)s1)C1CCS(=O)(=O)C1 (stereo not given)	13	100	-7	-1	9	8	0.6	-10	101

Screens (PubChem BioAssay)
